High-throughput results deposited in PubChem by Sanford-Burnham Center for Chemical Genomics.
697 NFkB inh = inhibitors of PMA/ionomycin-induced NF-kB reporter, 697 cells, primary screen, B-cell NF-kB inhibitor project, cell-based, luminescence, uHTS; 697 B-cell NF-kB luciferase reporter, 16 h; inhibition, % at 4 µM; 0.33% of 330,000 active; AID 435022, 2010; in the data active = inhibition above about 35%
Apaf1 inhib = inhibitors of human Apaf-1 apoptosome, primary screen, biochemical, DEVD-Rh110 fluorescence, uHTS. reconstituted apoptosome caspase-3 activity. inhibition, % at 20 µM. 0.71% of 330,000 active; active = inhibition of at least 40% at 20 µM;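 also: plate controls were DMSO wells for no effect and DEVD-CHO caspase inhibitor wells for full effect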
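Material: reconstituted apoptosome with Apaf-1, cytochrome c, caspase-9, procaspase-3, dATP / Buffer or medium: pH 7.5 Hepes buffer with CHAPS, BSA, DTT / Also added: cytochrome c with DEVD-Rh110 / Schedule: compound with Apaf-1, dATP, procaspase-3 30 min, then 50 min reaction, room temperature / Technique: rhodamine 110 fluorescence at Ex 480/Em 540 nm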
SENP8 inh = SENP8 protease inhibitors, primary screen, biochemical, luminescence; AID 2540, 2010; inhibition, % at 10 µM; 1.2% of 330,000 active; Sentrin-specific protease 8 (Homo sapiens), Q96LD8; purified SENP8, Z-RLRGG-aminoluciferin cleavage
Jurkat NFkB inh = inhibitors of induced NF-kB luciferase reporter, primary screen, TCR NF-kB activation inhibitor project, cell-based, luminescence, uHTS; Jurkat, PMA/ionomycin-induced NF-kB luciferase reporter; inhibition, % at 4 µM; 0.53% of 330,000 active; AID 435003, 2010
CCR6 antag = CCR6 receptor antagonists, primary screen, cell-based, CHO-K1, luminescence, beta-arrestin, uHTS. CHO-K1 CCR6 PathHunter beta-arrestin, CCL20-stimulated. inhibition, % at 20 µM. 0.49% of 340,000 active;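 active = compounds whose inhibition of the agonist-driven luminescence signal at 20 µM reaches about 50%, limit read from the data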;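 also: cells stimulated with CCL20 at 14 nM final; plate controls were DMSO with CCL20 for no effect and DMSO without agonist for full effect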
UBC13 polyUb = UBC13 polyubiquitin chain formation inhibitors, primary screen, biochemical, TR-FRET, uHTS; Ubiquitin-conjugating enzyme E2 N (Homo sapiens), P61088; inhibition, % at 20 µM; 0.47% of 330,000 active; in the data active = inhibition above about 45%, passing the limit was not always enough
EBI2 block = EBI2 receptor antagonists, beta-arrestin recruitment, primary screen, cell-based, luminescence, 7a,25-OHC stimulation, uHTS. G-protein coupled receptor 183 (Homo sapiens), P32249. 7a,25-OHC stimulated. inhibition, % at 5 µM. 0.81% of 360,000 active; in the data active = inhibition above about 38%;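 also: enzyme fragment complementation signal reports receptor beta-arrestin coupling in cells; 0% = agonist plus DMSO wells and 100% = wells without agonist; some results beyond the cut were filed as inactive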
Gli-Sufu block = Gli-Sufu pathway antagonists, primary screen, luciferase luminescence, Sufu-KO-LIGHT cells, uHTS; Sufu-KO-LIGHT fibroblasts, Gli luciferase reporter luminescence; inhibition, % at 5 µM; 0.74% of 340,000 active;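 active = inhibition above about 55%, limit read from the data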;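 also: 0% = DMSO-treated cells and 100% = wells with medium but no cells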
Numbers without * were called inactive; nt = no result given. Rule as the data show it, unless noted: active = inhibition above about 50%; inactive = the rest.

| no. | Structure | 697 NFkB inh | Apaf1 inhib | SENP8 inh | Jurkat NFkB inh | CCR6 antag | UBC13 polyUb | EBI2 block | Gli-Sufu block |
| --- | --- | --- | --- | --- | --- | --- | --- | --- | --- |
| 1 | CSc1nnc(-c2ccncc2)n1CCCN1CCCC1=O | 18 | -15 | 1 | 4 | -16 | 4 | -15 | -4 |
| 2 | Cc1ccc(S(=O)(=O)n2nc(-c3ccc(Cl)cc3)nc2NCc2ccco2)cc1 | 11 | 0 | 6 | -29 | -25 | 1 | 27 | -22 |
| 3 | COc1cc(OC)cc(C(=O)NCC2CCCN(Cc3ccc(SC)cc3)C2)c1 (centres undefined) | 14 | -10 | -4 | 2 | 14 | 6 | -1 | 36 |
| 4 | Cc1oc(/N=C/c2cccc3ccccc23)c(C#N)c1C | 2 | -13 | -2 | 15 | -6 | 10 | -14 | 2 |
| 5 | Cc1cccc(N2C(=O)CC(N(C(=O)c3ccco3)c3cccc(C)c3)C2=O)c1 (centres undefined) | 2 | -8 | -2 | 3 | -11 | 15 | 6 | 27 |
| 6 | COc1ccc(/C(O)=C2/C(=O)C(=O)N(c3ccccn3)C2c2cccc(Cl)c2)cc1 (centres undefined) | 3 | 10 | 4 | -27 | 13 | -15 | 3 | -18 |
| 7 | Cc1ccccc1CSCC(=O)Nc1c(C)n(C)n(-c2ccccc2)c1=O | 12 | 0 | -12 | 7 | 3 | -2 | -13 | -9 |
| 8 | O=S(=O)(c1cc(Cl)cc(Cl)c1)N1CCCC1c1nc2ccccc2s1 (centres undefined) | -3 | 21 | -4 | -20 | 24 | 5 | 7 | 7 |
| 9 | Cc1cc(C(=O)OCC(=O)N2CC(C)OC(C)C2)c(C)n1-c1ccccc1 (centres undefined) | 12 | 16 | -9 | 2 | 6 | 7 | -10 | -3 |
| 10 | C1CNCCOCCNCCN1 | 0 | -7 | 0 | -9 | 11 | -3 | -6 | -29 |
| 11 | COc1cccc(Oc2cn[nH]c2-c2ccc(O)cc2O)c1 | 2 | -2 | 7 | -1 | 3 | 28 | -4 | 6 |
| 12 | NC(=O)COC(=O)C1c2ccccc2Oc2ccccc21 | -6 | 5 | 5 | -28 | 1 | 7 | -10 | 13 |
| 13 | Cc1c(C(=O)Oc2cccc3cccnc23)cccc1[N+](=O)[O-] | 4 | 16 | -17 | -3 | 2 | 7 | 0 | -9 |
| 14 | O=C1OC(Nc2nc3ccccc3s2)c2ccccc21 (centres undefined) | -33 | 2 | -11 | -33 | -9 | -17 | 3 | -5 |
| 15 | Cc1ccc2nc(C)c(C(=O)N/N=C/c3cccs3)cc2c1 | 9 | -9 | -6 | -1 | 7 | 11 | -4 | -16 |
| 16 | CCOC(=O)N1CCN(C(=O)c2ccccc2NC(=O)COc2ccccc2)CC1 | -25 | 8 | -3 | -4 | 0 | 7 | -1 | 4 |
| 17 | Cc1c(C(=O)NCCN2CCOCC2)oc2ccc(S(=O)(=O)N3CCCCCC3)cc12 | -26 | 7 | -9 | 1 | 0 | -29 | -12 | 10 |
| 18 | O=C(O)CCSCc1ccccc1F | -28 | 1 | -4 | -9 | -11 | -1 | -15 | -6 |
| 19 | CCN(CC)C(=O)CSc1nc(O)c(Cc2ccccc2)c(=O)n1-c1ccccc1 | 22 | 2 | 5 | 10 | 7 | 0 | 2 | 1 |
| 20 | O=C1/C(=C/c2ccccc2F)SC(=S)N1CCC(=O)N1CCCCC1CCO (centres undefined) | 6 | 1 | 1 | 2 | 23 | -3 | 6 | -5 |
| 21 | Oc1ccccc1/C=N/Nc1cccc2cccnc12 | -180 | 16 | 87* | -157 | 15 | -4 | 27 | -12 |
| 22 | COc1cc(N=c2oc3c(C)ncc(CO)c3cc2C(N)=O)cc(OC)c1OC | 16 | -3 | -1 | -13 | 4 | -10 | 4 | 2 |
| 23 | C=CCN1CCN(C(c2ccccc2OC)c2nnnn2C(C)(C)C)CC1 (centres undefined) | 7 | 2 | 4 | 5 | 1 | 6 | 4 | 37 |
| 24 | COC(CNC(=O)c1c[nH]c2ccc(S(=O)(=O)N3CCOCC3)cc2c1=O)OC | 3 | -9 | -6 | 3 | 6 | 10 | 0 | -33 |
| 25 | COc1cc(OC)c(OC)cc1CNC(=O)c1ccc(COc2ccccc2)cc1 | -19 | 17 | -6 | -1 | 7 | -3 | 2 | 27 |
| 26 | Cn1cc(C(=O)NCN2CCCCC2)c2ccccc21 | 2 | -1 | -8 | 17 | -28 | 6 | -4 | -81 |
| 27 | O=C(N/N=C/c1c(O)ccc2ccccc12)c1ccc(Br)o1 | -2 | 0 | -10 | 52* | 39 | -17 | 2 | 66* |
| 28 | CCOc1ccc2[nH]c3nc(SCC(=O)NCC4CCCO4)nnc3c2c1 (centres undefined) | 7 | -2 | -1 | 14 | 8 | -11 | 0 | 21 |
| 29 | O=C(NC(=S)N(Cc1ccccc1)c1ccccn1)C1CCCCC1 | 12 | 1 | -2 | 8 | -1 | 18 | 3 | -4 |
| 30 | O=C(Nc1nc2ccccc2[nH]1)NC1CCCCC1 | -226 | 10 | 2 | -118 | 4 | 8 | 2 | -75 |
| 31 | CSCCC(NC(=O)c1ccc(Cl)cc1)C(=O)O (centres undefined) | 10 | -8 | 3 | -4 | 11 | 4 | -12 | -4 |
| 32 | CCn1c(SCC(=O)NC2CCCC2)nnc1-c1ccccn1 | 2 | -9 | -1 | 6 | -1 | 1 | -4 | 25 |
| 33 | COCCC(=O)N1CCc2ccc(NC(=O)c3ccc(C(F)(F)F)cc3)cc2C1 | -58 | 3 | 6 | 24 | 4 | -8 | 22 | -7 |
| 34 | C=CCn1c(SCC(=O)N2CCCC2)nc2scc(-c3cccs3)c2c1=O | 11 | 13 | 4 | -1 | 0 | 14 | 0 | 20 |
| 35 | Oc1c(C(Nc2ccccn2)c2ccccn2)ccc2cccnc12 (centres undefined) | -16 | 1 | 2 | 24 | 17 | -22 | 13 | 50 |
| 36 | Cc1ccc(S(=O)(=O)NCCSC(C)(C)C)cc1 | 8 | 6 | 6 | 5 | 20 | 8 | -1 | -7 |
| 37 | FC(F)(F)c1cccc(NC(=S)NNC(=S)Nc2cccc(C(F)(F)F)c2)c1 | 8 | 2 | -13 | -8 | nt | -21 | nt | nt |
| 38 | CCOC(=O)c1c(-c2ccccc2)oc2ccc(O)c(CN(C)C)c12 | -15 | 7 | 2 | -8 | -41 | 12 | 8 | 4 |
| 39 | O=C(c1cccnc1)N1CCN(C(=O)c2cccs2)CC1 | 1 | 2 | -10 | -6 | -7 | -9 | -9 | -2 |
| 40 | O=c1[nH]oc(O)c1-c1ncc(C(F)(F)F)cc1Cl | -4 | 0 | -4 | 1 | -1 | -16 | -3 | 18 |

Structures shown so far with an aryl methoxy group (6):
| no. | Structure | 697 NFkB inh | Apaf1 inhib | SENP8 inh | Jurkat NFkB inh | CCR6 antag | UBC13 polyUb | EBI2 block | Gli-Sufu block |
| --- | --- | --- | --- | --- | --- | --- | --- | --- | --- |
| 3 | COc1cc(OC)cc(C(=O)NCC2CCCN(Cc3ccc(SC)cc3)C2)c1 (centres undefined) | 14 | -10 | -4 | 2 | 14 | 6 | -1 | 36 |
| 6 | COc1ccc(/C(O)=C2/C(=O)C(=O)N(c3ccccn3)C2c2cccc(Cl)c2)cc1 (centres undefined) | 3 | 10 | 4 | -27 | 13 | -15 | 3 | -18 |
| 11 | COc1cccc(Oc2cn[nH]c2-c2ccc(O)cc2O)c1 | 2 | -2 | 7 | -1 | 3 | 28 | -4 | 6 |
| 22 | COc1cc(N=c2oc3c(C)ncc(CO)c3cc2C(N)=O)cc(OC)c1OC | 16 | -3 | -1 | -13 | 4 | -10 | 4 | 2 |
| 23 | C=CCN1CCN(C(c2ccccc2OC)c2nnnn2C(C)(C)C)CC1 (centres undefined) | 7 | 2 | 4 | 5 | 1 | 6 | 4 | 37 |
| 25 | COc1cc(OC)c(OC)cc1CNC(=O)c1ccc(COc2ccccc2)cc1 | -19 | 17 | -6 | -1 | 7 | -3 | 2 | 27 |

Some of these compounds in order of number of heavy atoms, highest first.
| no. | Structure | 697 NFkB inh | Apaf1 inhib | SENP8 inh | Jurkat NFkB inh | CCR6 antag | UBC13 polyUb | EBI2 block | Gli-Sufu block |
| --- | --- | --- | --- | --- | --- | --- | --- | --- | --- |
| 37 | FC(F)(F)c1cccc(NC(=S)NNC(=S)Nc2cccc(C(F)(F)F)c2)c1 | 8 | 2 | -13 | -8 | nt | -21 | nt | nt |
| 34 | C=CCn1c(SCC(=O)N2CCCC2)nc2scc(-c3cccs3)c2c1=O | 11 | 13 | 4 | -1 | 0 | 14 | 0 | 20 |
| 36 | Cc1ccc(S(=O)(=O)NCCSC(C)(C)C)cc1 | 8 | 6 | 6 | 5 | 20 | 8 | -1 | -7 |

(continued)
| no. | Structure | 697 NFkB inh | Apaf1 inhib | SENP8 inh | Jurkat NFkB inh | CCR6 antag | UBC13 polyUb | EBI2 block | Gli-Sufu block |
| --- | --- | --- | --- | --- | --- | --- | --- | --- | --- |
| 41 | COc1c(/C=N/NC(=O)c2ccccc2O)c(CCN(C)C(C)=O)cc2c1OCO2 | 16 | -12 | -7 | 15 | 14 | 7 | -20 | 2 |
| 42 | Cn1c(CCNC(=O)c2ccco2)nc2cc(NC(=O)C3CCCCC3)ccc21 | -45 | 13 | -2 | -18 | -3 | -3 | 2 | -9 |
| 43 | Cc1ccc(C(=O)N/C(=C/c2ccc(Cl)cc2)C(=O)Nc2cccc(C(=O)O)c2)cc1 | 12 | 10 | -5 | 9 | -5 | -7 | -5 | -6 |
| 44 | O=C(Nc1ccc2nc(-c3cccnc3)[nH]c2c1)c1ccco1 | 3 | 3 | 1 | -4 | 0 | -3 | -8 | 1 |
| 45 | O=C1CC(N2CCN(c3ccccc3Cl)CC2)C(=O)N1c1ccccc1 (centres undefined) | -6 | -1 | 0 | -3 | 4 | -3 | -5 | 15 |
| 46 | COc1cc(OC)cc(C(=O)Nc2cc(NC(=O)c3ccco3)ccc2OC)c1 | 13 | 6 | 4 | 1 | 8 | 1 | 3 | -3 |
| 47 | Cc1ncc([N+](=O)[O-])n1CC(=O)N/N=C/c1ccccc1F | 18 | 3 | 0 | 9 | -2 | 7 | -7 | -3 |
| 48 | Cc1cccc(N(C(=O)Cc2cccs2)C(C(=O)NC2CCCC2)c2ccncc2)c1 (centres undefined) | 7 | 22 | 8 | 4 | 0 | 4 | 8 | -13 |
| 49 | COc1ccc(C(=O)Nc2cc(-c3ccc(C)cc3)no2)cc1 | -27 | 2 | -4 | -3 | 6 | 7 | -8 | -23 |
| 50 | O=C(COC(=O)C1(c2ccc(Cl)cc2)CCCC1)N1CCc2ccccc21 | 17 | 19 | -11 | -9 | -7 | -2 | 15 | 7 |
| 51 | COC(=O)C(C)Sc1ccc2nnc(-c3ccc(F)cc3)n2n1 (centres undefined) | 17 | -1 | 1 | 8 | -1 | 12 | 7 | 6 |
| 52 | COCCNc1cc(C)nc2ccccc12 | 1 | -2 | 2 | 7 | -10 | -6 | 1 | -1 |
| 53 | Cc1cc(F)ccc1S(=O)(=O)Nc1nc2ccccc2nc1Cl | 1 | 1 | 2 | 3 | 10 | -6 | -9 | -16 |
| 54 | CCCC(CCC)C(=O)NNc1cc(=O)c2c(=O)n(C)c(=O)n(C)c2[nH]1 | 3 | -6 | 3 | 0 | 0 | 9 | 0 | 6 |
| 55 | Nc1ccc2oc3ccccc3c2c1 | -51 | 0 | 1 | -32 | -10 | -1 | -8 | -27 |

An excerpt (hit frequency here may not be typical).
